# Assay outcomes as filed in PubChem BioAssay.
# CHRM1 antagonist: blocks human M1 muscarinic receptor. P11229. CHO-K1 hM1, Fluo-8 calcium fluorescence, ACh EC80 antagonist. inhibition, % at 3 µM. hit rate 1.3% among 360,000. AID 588852;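 active = percent inhibition above its own plate's cutoff, namely the mean of that plate's compound wells plus 3 SD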;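 note: peak over basal fluorescence ratio during 140 s after agonist addition; 0% = ACh EC80 plus DMSO and 100% = DMSO alone without agonist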
# Target sequence (P11229 whole entry, looked up): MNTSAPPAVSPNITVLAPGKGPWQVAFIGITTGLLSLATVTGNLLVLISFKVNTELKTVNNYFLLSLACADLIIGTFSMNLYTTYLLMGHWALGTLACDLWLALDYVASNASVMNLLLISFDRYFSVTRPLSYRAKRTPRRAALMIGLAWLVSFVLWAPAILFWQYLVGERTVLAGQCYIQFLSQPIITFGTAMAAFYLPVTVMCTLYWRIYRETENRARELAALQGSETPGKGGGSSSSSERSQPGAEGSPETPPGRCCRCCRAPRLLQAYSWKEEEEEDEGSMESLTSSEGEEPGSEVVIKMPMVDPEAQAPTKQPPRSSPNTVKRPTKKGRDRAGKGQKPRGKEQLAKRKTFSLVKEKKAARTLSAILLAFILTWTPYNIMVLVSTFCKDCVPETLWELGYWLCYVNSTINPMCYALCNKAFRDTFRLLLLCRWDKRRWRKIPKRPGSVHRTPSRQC
# CHRM5 PAM: potentiates acetylcholine response at human M5 receptor; P08912; hit rate 0.3% among 360,000; CHO-K1 hM5, Fluo-8 calcium, ACh EC20 PAM; 0% = ACh EC20, 100% = ACh EC100; activation, % at 3 µM;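 active = activation above the run cutoff, the mean activation of all test compounds plus 3 SD, cut at about 18% in these data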
#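 system = human M5 receptor in CHO-K1 cells | compound = one concentration, 3 µM final (nominal) | schedule = Post-acetylcholine fluorescence recording 140 s | signal = Fluo-8 calcium dye fluorescence, kinetic read | benchmarks = low control EC20 acetylcholine (0%), high control EC100 acetylcholine (100%) | repeats = singlicate, one well per test compound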
# CHRM5 antagonist: CHRM5 antagonism in calcium assay. CHO-hM5 cells, Fluo-8 calcium fluorescence, ACh EC80. inhibition, % at 3 µM. hit rate 0.59% among 360,000;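 active = inhibition above a per-plate cutoff, the mean of that plate's test compounds plus 3 SD, cut at about 27% in these data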;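 note: 0% = acetylcholine EC80 with DMSO and 100% = DMSO without agonist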
# CHRM5 agonist: agonists of human muscarinic M5 receptor (CHRM5); CHO-K1 hM5 cells, Fluo-8 calcium fluorescence; 0% DMSO wells, 100% maximal acetylcholine response; P08912; hit rate 0.19% among 360,000; activation, % at 3 µM; AID 624037;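 active = activation above the run's mean over test compounds plus 3 SD, cut at about 23% in these data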;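 note: signal is peak over basal fluorescence ratio across the kinetic read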
# CHRM1 PAM: potentiates human M1 receptor response to acetylcholine | P11229 | CHO-K1 hM1, Fluo-8 calcium fluorescence, ACh EC20; 0% = ACh EC20, 100% = maximal ACh | activation, % at 3 µM | hit rate 0.088% among 360,000 | AID 588819; in the data active = activation above about 19%, passing the limit was not always enough
# CHRM4 PAM: CHRM4 positive allosteric modulation | P08173 | CHO-K1 hM4/Gqi5, Fluo-8 calcium fluorescence, ACh EC20; 0% = ACh EC20, 100% = maximal ACh | activation, % at 3 µM | hit rate 0.4% among 360,000;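 active = activation above its plate's cutoff, the mean activation of sample wells plus 3 SD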; note: some results filed as inactive read as strong as hits
# Target sequence (P08173 whole entry, looked up): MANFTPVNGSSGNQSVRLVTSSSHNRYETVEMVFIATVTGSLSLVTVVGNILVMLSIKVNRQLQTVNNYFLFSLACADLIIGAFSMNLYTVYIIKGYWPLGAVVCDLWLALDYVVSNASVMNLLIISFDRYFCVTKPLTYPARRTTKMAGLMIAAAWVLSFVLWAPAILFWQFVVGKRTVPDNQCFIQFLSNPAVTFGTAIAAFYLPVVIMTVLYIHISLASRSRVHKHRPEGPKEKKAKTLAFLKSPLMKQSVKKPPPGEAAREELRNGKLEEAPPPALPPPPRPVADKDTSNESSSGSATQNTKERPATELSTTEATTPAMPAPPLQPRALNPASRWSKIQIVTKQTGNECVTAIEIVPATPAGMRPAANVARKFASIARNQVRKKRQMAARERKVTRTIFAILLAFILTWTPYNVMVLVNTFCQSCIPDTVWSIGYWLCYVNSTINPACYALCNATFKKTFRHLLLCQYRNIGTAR
# CRFR2-BP ag: agonists of human CRF-binding protein/CRF-R2 receptor complex; HEK293 CRF-R2/CRF-BP, calcium dye fluorescence (FLIPR); percent of saturating CRF peptide response; activation, % at 13.2 µM; hit rate 0.46% among 350,000;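 active = activation of at least 50%, plus an integration ratio under a set limit after plate pattern correction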;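 note: plate controls were neutral control wells without compound for no effect and CRF at EC100 for full effect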
# CHRM4 antagonist: blocks acetylcholine activation of human M4 receptor; CHO-hM4 cells, ACh EC80, Fluo-8 calcium fluorescence; inhibition, % at 3 µM; P08173; hit rate 0.73% among 360,000;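 active = inhibition above its plate's cutoff, the mean inhibition of sample wells plus 3 SD, cut at about 27% in these data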;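 note: 0% = acetylcholine EC80 with DMSO and 100% = DMSO without agonist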
# CHRM4 agonist: agonists of human muscarinic M4 receptor (CHRM4) | P08173 | CHO-K1 hM4/Gqi5, Fluo-8 calcium fluorescence; vehicle 0%, full acetylcholine response 100% | activation, % at 3 µM | hit rate 0.14% among 360,000;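 active = activation above the run mean over all test wells plus 3 SD, cut at about 32% in these data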;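 note: peak over basal fluorescence ratio per well then scaled between controls; 0% = DMSO wells and 100% = acetylcholine at EC100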
# An asterisk follows results filed as active; · = no result given.
SMILES,CHRM1 antagonist,CHRM5 PAM,CHRM5 antagonist,CHRM5 agonist,CHRM1 PAM,CHRM4 PAM,CRFR2-BP ag,CHRM4 antagonist,CHRM4 agonist
CC(=O)N1c2ccc(S(=O)(=O)N3CCCC3)cc2CC1C(=O)NCc1ccc(N(C)C)cc1 (centres undefined),-9.8,-2.4,0.8,-3.9,15.0,2.5,0.5,-11.4,3.3
O=C(NC1CCCN(Cc2ccc(Cl)cc2)C1)c1cccc(F)c1 (centres undefined),-1.8,-6.6,7.6,-13.6,-10.8,-2.3,-2.6,-0.4,1.7
CCOc1ccc(N2C(=O)C3CC(C)=C(C)CC3C2=O)c([N+](=O)[O-])c1 (centres undefined),2.1,-2.6,6.2,-3.5,2.2,3.4,0.6,-1.3,-0.3
O=C(CCN1C(=O)[C@@H]2Cc3ccccc3CN2C1=O)Nc1cccc(F)c1,6.6,-1.5,0.2,-0.2,1.7,-0.3,-1.0,0.9,2.8
COc1ccc(C(=O)c2c3ccc(OC)cc3[n+]([O-])n2Cc2ccc(C(N)=O)cc2)cc1,7.2,4.0,2.9,3.7,-0.9,4.6,-2.6,1.8,3.5
COc1ccc2ccccc2c1CNC(C)c1ccccc1 (centres undefined),-22.8,3.2,-2.7,2.2,18.9,-8.6,-0.2,-8.3,3.0
Cc1ccc(/C(O)=C2\C(=O)C(=O)N(C)C2c2ccc([N+](=O)[O-])cc2)cc1 (centres undefined),3.3,-6.1,5.0,-1.8,-3.1,1.2,0.5,1.2,0.1
O=C(COC(=O)CCN=C1NS(=O)(=O)c2ccccc21)NC1CCCCCCC1,-8.7,11.9,-3.3,-2.4,15.3,14.1,-0.4,-2.6,2.0
CC(=O)N1c2ccc(S(=O)(=O)N(C)C3CCCCC3)cc2CC1C (centres undefined),2.2,4.0,-14.0,2.4,-4.1,-7.7,-0.3,-5.7,5.6
Cc1cc(=O)c2ccc(NC(=O)c3ccccc3)cc2[nH]1,-11.6,0.2,6.4,2.1,8.0,3.9,-1.7,2.6,0.5
N#Cc1ccccc1Cn1c(-c2cscn2)nc2ccccc21,3.0,-1.3,5.1,-3.4,-0.8,-0.9,-3.3,8.5,-1.4
C[C@@]12CCC[C@H](O1)[C@@H]([C@H](O)c1ccccc1)O2,7.7,4.6,12.5,-0.2,-4.5,-2.2,-1.1,1.6,0.3
O=C1c2ccccc2NC(c2ccccc2O)N1O (centres undefined),-20.2,-1.5,-0.1,-0.8,8.6,11.8,1.5,0.8,1.4
COCCCNC(=O)/C(C#N)=C/c1c(N2CCN(C)CC2)nc2c(C)cccn2c1=O,-22.9,3.5,1.1,-2.9,14.9,5.2,-0.1,-13.7,4.5
COc1ccc(C2/C=C\CN(CC(C)C)CC(=O)N2Cc2cccc(F)c2)cc1 (centres undefined),-13.1,-6.5,-4.2,-1.5,7.5,-1.5,1.4,-9.0,-1.1
Cc1cccc(NC(=O)c2cc(NC(=O)C3CCCCC3C(=O)O)ccc2Cl)n1 (centres undefined),5.8,-1.1,0.3,0.9,1.5,10.3,1.6,0.5,0.5
Cc1ccc(NC(=S)NC(=O)c2c(-c3ccccc3Cl)noc2C)cc1,-9.7,-0.9,-3.0,-4.8,-3.2,-8.0,3.8,-12.8,-1.1
O=C(Nc1cccc(S(=O)(=O)N2CCCCC2)c1)c1ccc2ncsc2c1,4.9,-10.4,14.9,2.0,-11.1,-20.6,-0.7,-23.5,13.4
CN(Cc1nccs1)C(=O)C1CCC(=O)N(CCCc2ccccc2)C1 (centres undefined),-13.1,5.7,-9.8,-3.4,10.4,-1.0,-0.7,6.8,0.6
O=C(CC[C@H]1O[C@@H](n2cnc3c(NC(=O)c4ccccc4)ncnc32)[C@H](O)[C@@H]1O)NCc1ccccn1,-28.3,3.2,-7.1,1.3,4.1,3.0,·,-3.5,1.5
COC(=O)[C@@H](NC(=O)CCc1nnc(-c2ccsc2)o1)C(C)C,-8.6,7.0,4.3,3.1,4.4,1.4,-0.1,-0.6,-0.3
O=C(c1cccs1)N1CCN(C(=O)C2CCCO2)CC1 (centres undefined),-10.1,1.6,0.0,-0.5,10.5,4.8,-4.5,-2.5,0.1
COC(OC)C1Nc2ccccc2C(=O)N1c1ccc(F)cc1 (centres undefined),-13.0,7.8,-1.9,3.4,11.5,5.6,-1.7,0.6,-0.1
Cc1ccc(-c2nc3[nH]c(=O)cc(NC(=O)C(C)C)n3n2)cc1,-11.9,4.5,10.8,-2.4,8.8,-3.5,-4.5,1.7,0.1
O=C(CSc1nc2ccccc2[nH]1)Nc1ccccc1F,9.6,0.3,-0.7,-0.2,2.9,1.0,3.2,-3.0,2.4

# Other compounds
SMILES,CHRM1 antagonist,CHRM5 PAM,CHRM5 antagonist,CHRM5 agonist,CHRM1 PAM,CHRM4 PAM,CRFR2-BP ag,CHRM4 antagonist,CHRM4 agonist
O=C(COC(=O)CCCOc1ccc(Cl)cc1Cl)Nc1cccc(Cl)c1,-3.2,-4.4,3.1,-0.5,2.2,-9.0,15.0,-1.1,3.5
CC(C)COc1cccc(-c2cc(C(=O)Nc3ccon3)c3ccccc3n2)c1,-5.8,-2.5,3.2,-1.0,2.0,1.9,4.5,10.3,2.3
CSc1nc(N)nc2c1ncn2CC(=O)NCCNc1ccc([N+](=O)[O-])cn1,-7.6,4.0,-9.6,0.1,8.3,0.1,-0.4,-2.4,0.5
CSc1cccc(CNC(=O)C2CCC(=O)N(CCc3ccccn3)C2)c1 (centres undefined),-10.7,6.6,-2.7,-2.3,10.6,9.0,0.0,-2.6,0.9
Cc1nn(Cc2cccc(C(=O)N3N=C(C(F)F)CC3(O)C(F)F)c2)c(C)c1[N+](=O)[O-] (centres undefined),17.4,-16.2,18.8,-1.8,-11.3,-0.8,-0.8,20.4,12.2
O=C(NCc1ccccn1)c1cccs1,-6.2,4.3,1.2,-0.1,5.3,3.8,0.7,1.1,0.4
Cc1cc(C)c2c(NC(=O)C3CC3)nn(C)c2n1,-6.9,3.5,-0.5,-0.1,6.8,9.8,0.7,-9.4,2.8
c1ccc(-c2nc3ccccc3n2C(c2ccccc2)c2nc3ccccc3[nH]2)cc1 (centres undefined),·,-5.0,2.9,-2.2,·,-6.3,·,10.9,3.0
CN(C)c1ccc(/C=C(\NC(=O)c2ccccc2)C(=O)NCCCn2ccnc2)cc1,-0.9,-2.6,11.8,-2.4,4.5,3.8,1.4,0.8,1.1
NS(=O)(=O)c1ccc(CNC(=O)c2cc(=O)c3cc(Cl)ccc3o2)cc1,-1.9,-2.9,1.4,-1.6,2.2,1.2,-0.7,1.0,1.6
COc1ccccc1NS(=O)(=O)c1c(C(=O)N2CCCC2)c(C)n(C)c1C,3.5,6.2,-3.7,-0.8,0.5,6.3,2.3,4.8,0.9
CCn1cc(C(=O)NCCCN2CCC(C)CC2)c(=O)c2cc(S(=O)(=O)N(C)C3CCCCC3)ccc21,37.9*,-6.2,9.8,-10.6,-15.7,-7.6,-0.5,24.1,-0.1
Cc1ccc(S(=O)(=O)N(C)C)cc1NC(=O)CCCNC(=O)c1ccc(Cl)cc1,-11.1,-1.1,-1.5,-1.5,1.6,-2.5,1.4,-10.1,2.2
Cn1c2c(c(=O)n(C)c1=O)CN(CCCN1CCOCC1)CN2,2.7,4.3,-1.9,3.9,0.4,12.3,3.1,5.2,0.8
O=C(COc1ccc(Br)cc1)Nc1nc(-c2cccnc2)cs1,3.3,2.4,4.4,4.8,2.0,-11.3,2.7,7.9,5.1
COc1ccc(OCC(=O)O/N=C(\N)Cc2ccc(Cl)cc2Cl)cc1,-42.1,-7.3,-0.7,-3.6,-4.5,-2.4,1.3,-6.7,-1.8
COc1ccc(CNCc2ccc(F)cc2)c(OC)c1,-0.3,-1.8,3.5,-6.9,1.9,-8.4,0.7,5.9,1.1
COc1ccc(NC(=O)C2C3C=CC4(O3)C2C(=O)N(CCCN2CCCC(C)C2)C4C(=O)NC2CCCCC2)cc1 (centres undefined),-15.2,4.7,2.9,-0.6,7.0,1.3,-1.2,-11.4,0.5
O=C(NCC1CCCN1S(=O)(=O)c1cccs1)C(=O)Nc1ccccc1F (centres undefined),-7.0,-4.0,3.4,1.6,14.8,-8.2,-1.1,5.9,3.2
Cc1oc(-c2ccc(Cl)cc2)nc1CN1CCC(C(=O)NCCCN2CCOCC2)CC1,6.1,6.6,-8.4,-3.2,2.3,15.8,-0.2,-4.0,-0.7
Cc1cc2nc(SCC(=O)O)nc(C)c2cc1C,3.0,-1.9,0.6,2.4,3.1,-6.3,-1.6,7.3,1.9
CCn1nnc(NC(=O)c2cccnc2)n1,-0.7,6.5,-1.5,-3.5,3.0,17.2,0.9,-1.4,0.3
Cc1ccc([C@H]2C[C@H](O)[C@@H](n3cc(COC(=O)c4ccccc4)nn3)CN2CC2CCCCC2)cc1,-13.2,3.8,-0.4,-1.1,11.1,8.0,7.4,-4.6,-0.7
CCCCNc1cc(C)nc(NCc2ccccc2)n1,30.0*,-21.0,32.7*,7.1,-9.8,-6.1,-2.5,32.6*,23.2
